Screening data as filed in PubChem BioAssay.
Wnt bcat act – activates Wnt/beta-catenin signaling in a reporter cell assay; activator, plate reader; activation, % at 9.35 µM; 1.2% of 300,000 active; in the data active means activation above about 30%, passing the limit was not always enough; inconclusive means no clear call, values can overlap the other calls;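 further: 0% = neutral control wells and 100% = positive control wells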
dFosB activator – activators of mouse delta FosB homodimer. P13346. purified delta FosB, TAMRA-CDK5 oligo fluorescence polarization; percent of positive-control signal above neutral wells. activation, % at 25 µM. 0.99% of 340,000 active. AID 493131;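 active means mean activation above about 17%, with every replicate also reaching it, limit read from the data, passing the limit was not always enough; inconclusive means only one of the two conditions met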;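 further: fluorescence polarization rise as delta FosB binds a TAMRA Cdk5 AP-1 oligo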
NSD2 HMT inh – blocks human histone methyltransferase NSD2 | O96028 | NSD2 peptide methylation, AlphaScreen, 120 min | inhibition, % at 12.5 µM | 0.54% of 310,000 active | AID 743445; in the data active means inhibition above about 50%
CDK5 p35 inh – CDK5/p35 (human) kinase inhibition. Recombinant CDK5/p35, ADP-Glo luminescence, 60 min. inhibition, % at 10 µM. 0.01% of 330,000 active. AID 488839;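 active means highest replicate inhibition of at least 50% and at least 75% of replicates reaching 50%; inconclusive means only one of the two criteria met; inactive means both criteria failed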;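 further: plate controls were DMSO neutral control for no effect and GW8510 at 10 µM for full effect; many of its hits are not listed in these tables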
Target sequence (Q00535 whole entry, looked up): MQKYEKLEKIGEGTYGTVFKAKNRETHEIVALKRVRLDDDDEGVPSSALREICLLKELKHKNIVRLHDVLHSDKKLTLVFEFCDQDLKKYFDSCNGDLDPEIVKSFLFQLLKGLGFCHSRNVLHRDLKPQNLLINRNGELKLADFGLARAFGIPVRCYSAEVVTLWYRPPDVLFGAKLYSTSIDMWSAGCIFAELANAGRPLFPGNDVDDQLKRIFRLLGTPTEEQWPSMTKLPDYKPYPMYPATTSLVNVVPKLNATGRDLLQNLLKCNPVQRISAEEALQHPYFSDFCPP
Target sequence (Q15078 whole entry, looked up): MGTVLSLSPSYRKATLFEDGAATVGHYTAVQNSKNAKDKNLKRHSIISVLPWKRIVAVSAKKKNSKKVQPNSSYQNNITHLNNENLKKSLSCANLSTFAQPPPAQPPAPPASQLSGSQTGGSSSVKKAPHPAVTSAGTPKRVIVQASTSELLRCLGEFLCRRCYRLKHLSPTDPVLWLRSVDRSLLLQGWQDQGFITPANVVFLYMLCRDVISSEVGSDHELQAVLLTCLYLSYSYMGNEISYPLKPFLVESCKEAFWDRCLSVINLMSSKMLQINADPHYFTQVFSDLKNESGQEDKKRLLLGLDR
SR-BI HDL uptake – inhibitors of mouse SR-BI mediated HDL lipid uptake; Q61009; ldlA[mSR-BI] CHO cells, DiI-HDL uptake fluorescence, 3 h; inhibition, % at 12.5 µM; 0.96% of 320,000 active;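 active means mean replicate inhibition of at least 70% and a set share of replicates each scoring 70 or more; inconclusive means meets just one of the two criteria; inactive means fails both criteria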;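 further: 0% = median of neutral control wells and 100% = median of positive control wells; values of inactives mirror those of a sister screen read the other way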
Target sequence (Q61009 whole entry, looked up): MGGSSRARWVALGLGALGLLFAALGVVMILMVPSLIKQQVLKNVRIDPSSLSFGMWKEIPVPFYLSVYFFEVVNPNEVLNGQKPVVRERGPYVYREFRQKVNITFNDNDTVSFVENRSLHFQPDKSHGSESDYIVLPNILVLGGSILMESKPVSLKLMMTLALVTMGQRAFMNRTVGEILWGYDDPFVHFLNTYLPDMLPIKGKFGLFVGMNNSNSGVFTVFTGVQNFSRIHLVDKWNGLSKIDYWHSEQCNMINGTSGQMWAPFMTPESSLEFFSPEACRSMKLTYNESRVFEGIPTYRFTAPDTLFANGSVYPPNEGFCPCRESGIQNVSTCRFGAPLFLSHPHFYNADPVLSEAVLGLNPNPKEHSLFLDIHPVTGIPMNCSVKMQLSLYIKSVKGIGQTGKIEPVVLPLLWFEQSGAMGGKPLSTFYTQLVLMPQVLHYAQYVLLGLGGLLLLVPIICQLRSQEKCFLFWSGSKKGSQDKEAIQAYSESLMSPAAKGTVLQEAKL
HTR5A inv ctr – HTR5A inverse agonism, opioid heterodimer counter-screen; HTR5A cell line, luminescence; inhibition, % at 9.3 µM; 0.083% of 340,000 active; AID 504634; in the data active means inhibition mostly above about 23%, no sharp cut-off; inactive means mostly below about 18%;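 further: 0% = cells with DMSO and 100% = no-cell wells with DMSO; some compounds called inactive have numbers as strong as hits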
HTR5A ag ctr – HTR5A agonism, opioid heterodimer counter-screen | HTR5A agonist assay, luminescence, cell-based | activation, % at 9.3 µM | 0.61% of 340,000 active | AID 504692; in the data active means activation mostly above about 9.5%, no sharp cut-off; inactive means mostly below about 7.6%;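 further: 0% = cells with vehicle only and 100% = reference agonist; strong numbers were not always called active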
PvdQ acylase – P. aeruginosa PvdQ acylase inhibition | purified PvdQ acylase, fluorescence plate reader | inhibition, % at 10 µM | 0.063% of 340,000 active; in the data active means inhibition above about 30%, passing the limit was not always enough; inconclusive means no clear call, values can overlap the other calls;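 further: 0% = vehicle neutral wells and 100% = reference inhibitor wells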
MITF TRPM1 HTS – increases MITF-driven TRPM1 promoter luciferase signal. activation, % at 12.5 µM. 0.75% of 300,000 active. SK-MEL-5 TRPM1-promoter luciferase, 24 h; % of positive control, neutral wells = 0;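 active means mean activation of at least 80% with every replicate also reaching 80%; inconclusive means mean reaches 80% but some replicate falls short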;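 further: 0% = neutral control wells and 100% = parthenolide positive control wells; values of inactives mirror those of a sister screen read the other way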
V-ATPase pHluor – alters yeast V-ATPase proton transport; S. cerevisiae, pHLuorin cytosolic pH fluorescence; response, % at 10 µM; 0.37% of 350,000 active; in the data active means response mostly above about 7.3%, no sharp cut-off; inactive means mostly below about 5.4%; further: actives read high; inactives centre near 0; some compounds called inactive have numbers as strong as hits; reference of the scale not given here
An asterisk follows results filed as active; ? = inconclusive; · = no result given.

SMILES | Wnt bcat act | dFosB activator | NSD2 HMT inh | CDK5 p35 inh | SR-BI HDL uptake | HTR5A inv ctr | HTR5A ag ctr | PvdQ acylase | MITF TRPM1 HTS | V-ATPase pHluor
CC1CCN(CC(=O)Nc2ccc(N3CCCCCC3)cc2)CC1 | -2 | -5 | · | -0.8 | 3 | 17 | -6 | -12 | 18 | 3
O=C(NCc1cccnc1)Nc1cccc([N+](=O)[O-])c1 | 2 | -2 | -1 | 2.1 | -13 | 0 | -1 | -10 | -8 | -2
Cc1cc(=O)[nH]c(SCC(=O)Nc2ccc(S(=O)(=O)N3CCCCC3)cc2)n1 | · | -9 | 0 | 0.7 | -3 | -5 | 2 | -21 | · | 7
CCCCNC(=O)COC(=O)c1ccc(SC)cc1OC | -1 | -7 | -1 | -0.5 | 0 | -21 | 8 | -9 | 10 | 1
O=C(CSC1=NCCS1)N1CCN(c2ccc(Cl)cc2)CC1 | -12 | -6 | 2 | 0.8 | 24 | -5 | -1 | -15 | · | -2
O=C(c1cccnc1)N(c1cc2sc(=O)oc2c2ccccc12)S(=O)(=O)c1ccccc1 | ? | -7 | -3 | -4.1 | 3 | -14 | 16* | -17 | -3 | 4
CC1CCCCC1NC(=O)C1CC=CCC1C(=O)O (centres undefined) | · | -2 | -3 | -3.1 | -5 | -7 | 0 | -8 | -8 | -1
CCCC1NC(C(=O)O)Cc2c1[nH]c1ccccc21 (centres undefined) | -2 | -3 | 0 | 1.4 | -23 | -2 | 1 | -24 | -12 | 2
O=C(COC(=O)Cc1cccc(C(F)(F)F)c1)NC1CC1 | -1 | -3 | -2 | -0.7 | -4 | -10 | 5 | -18 | -20 | 0
CCOC(=O)N1CCC(NC(=O)CNS(=O)(=O)c2ccc(Br)s2)CC1 | 0 | 1 | -5 | 0.2 | -13 | 9 | 3 | -8 | -5 | -1
CC(C)(C)c1ccc(/C=C/C(=O)Nc2ncccn2)cc1 | · | -9 | 1 | 0.5 | -24 | -4 | 0 | 6 | 118* | -1
CCCc1nn2c(=O)cc(CSCC(=O)Nc3ccccc3)nc2s1 | 0 | -12 | -3 | -0.8 | -18 | 10 | -3 | -7 | 1 | 2
COc1ccc(OCC2c3cc(OC)c(OC)cc3CCN2C(=O)C(C)C)cc1 (centres undefined) | -2 | -5 | 1 | 0.6 | 13 | 8 | -4 | 1 | -5 | -1
COCCn1c(SCC(=O)NCc2ccc(F)cc2)nc2ccccc21 | -2 | -10 | 2 | 0.0 | · | -24 | 13* | -28 | -8 | 2
CC(C)(C)OC(=O)C[C@H]1C/C=C\C[C@H](CC(=O)N[C@H](CO)Cc2ccccc2)C(=O)N[C@H](Cc2ccccc2)COC1=O | -3 | -9 | · | -0.5 | 19 | -1 | 0 | -17 | -11 | 3
Nn1c(Cc2ccccc2F)nnc1SCn1nnc2ccccc2c1=O | 0 | -3 | 0 | -1.8 | 26 | 3 | 0 | -18 | · | 0
NS(=O)(=O)c1cc(C(=O)NCCOc2ccccc2)c(Cl)cc1Cl | 0 | -7 | -2 | 4.1 | -4 | 19 | 4 | -17 | 21 | 8
Cc1ccc(CNS(=O)(=O)c2c(C)nc3scc(C)n3c2=O)cc1 | -2 | 3 | 1 | · | 0 | 15 | 4 | -17 | -9 | 2
Cc1c([N+](=O)[O-])c2ccc(O)cc2n1-c1ccccc1 | -1 | 0 | 0 | -0.5 | · | -3 | -1 | -9 | 3 | 0
COc1ccc(OCC(=O)N2CCCC2=O)c([N+](=O)[O-])c1 | 0 | -1 | 1 | -0.7 | -31 | 3 | 1 | -1 | 2 | -1
CCOC(=O)c1cc(-c2csc(Nc3c(C)cc(C)cc3C)n2)on1 | -1 | -8 | -2 | -0.6 | 26 | 9 | -3 | 4 | · | 5
Cc1nn(-c2ccccc2)c(=O)c2noc(C)c12 | -1 | -1 | -4 | 0.5 | -26 | -2 | -3 | -1 | 0 | -3
O=C(Cc1ccc([N+](=O)[O-])cc1)NC1CCCCCC1 | 0 | -5 | 0 | 1.1 | -8 | 9 | -2 | -14 | 5 | 3
CN(C)c1ccc(C=c2c3cc([N+](=O)[O-])ccc3n3c2cc(-c2ccccc2)[n+]3C)cc1 | -4 | 14 | 3 | 7.6 | 84* | 17 | -4 | -4 | -94 | 1
Cc1cc([N+](=O)[O-])ccc1NCc1cccc2ccccc12 | -5 | -5 | · | 0.6 | 57 | -16 | 2 | -11 | -7 | -3
Cc1ccc(C(=O)Oc2oc(-c3ccccc3)nc2C=Nc2ccc(N(C)C)cc2)cc1 | 6 | -15 | 1 | 0.1 | 27 | -10 | 3 | -5 | 0 | 0
CNc1nc(Cl)c(SC)c(NCc2cccc(OC)c2)n1 | 1 | -4 | 0 | -0.5 | 24 | 2 | -1 | -2 | 0 | -2
Cc1nnc(Nc2ccccn2)c2ccccc12 | · | -9 | 0 | -0.4 | -14 | 14 | -5 | -2 | -7 | 2
O=C(Cn1ncc(Cl)c(Cl)c1=O)N1CCc2ccccc21 | -8 | 3 | · | -5.7 | -19 | 9 | -3 | -16 | -99 | 3
COc1cc(NC(=O)C(C)C)ccc1NC(=O)c1cc2ccccc2o1 | 13 | -6 | -2 | -0.2 | 45 | -21 | 4 | -4 | 84* | 2

Quoted at random: 3 records from the list, in no set order.
SMILES | Wnt bcat act | dFosB activator | NSD2 HMT inh | CDK5 p35 inh | SR-BI HDL uptake | HTR5A inv ctr | HTR5A ag ctr | PvdQ acylase | MITF TRPM1 HTS | V-ATPase pHluor
Cc1c([N+](=O)[O-])c2ccc(O)cc2n1-c1ccccc1 | -1 | 0 | 0 | -0.5 | · | -3 | -1 | -9 | 3 | 0
CCOC(=O)c1cc(-c2csc(Nc3c(C)cc(C)cc3C)n2)on1 | -1 | -8 | -2 | -0.6 | 26 | 9 | -3 | 4 | · | 5
CN(C)c1ccc(C=c2c3cc([N+](=O)[O-])ccc3n3c2cc(-c2ccccc2)[n+]3C)cc1 | -4 | 14 | 3 | 7.6 | 84* | 17 | -4 | -4 | -94 | 1

Carrying on:
SMILES | Wnt bcat act | dFosB activator | NSD2 HMT inh | CDK5 p35 inh | SR-BI HDL uptake | HTR5A inv ctr | HTR5A ag ctr | PvdQ acylase | MITF TRPM1 HTS | V-ATPase pHluor
CN1CCN(C(CNS(=O)(=O)c2ccc([N+](=O)[O-])cc2)c2ccc(F)cc2)CC1 (centres undefined) | 0 | -2 | 5 | -0.1 | 11 | -25 | 8 | -15 | -6 | -1
Cn1c(-c2ccc(C=O)s2)nc2ccccc21 | · | -3 | -6 | 3.0 | -19 | 15 | 1 | -11 | 55 | 1
CCn1c(SCC(=O)N(C(C)C)C(C)C)nnc1-c1cc2ccccc2cc1O | 0 | -3 | 1 | -1.6 | 10 | -9 | -1 | -8 | · | 8
O=C(CSc1ncnc2sccc12)Nc1ccccc1 | 2 | -7 | 0 | -0.2 | -13 | -26 | -3 | -13 | 2 | 3
CSc1sc(C(=O)Nc2ccc(F)cc2F)c2c1C=CCC2 | -3 | -7 | 0 | 1.2 | 37 | · | · | 16 | · | -4
Cn1c(=O)oc2cc(S(=O)(=O)N3CCCc4ccccc43)ccc21 | -10 | -1 | · | 1.6 | 27 | -21 | 0 | -2 | · | 3
COc1cc(O)c(C(CC(=O)N2CCCC(C)C2)c2ccc3c(c2)OCO3)c(OC)c1 (centres undefined) | 21 | -3 | · | -2.5 | 6 | -15 | 3 | -26 | 2 | 3
COc1ccc(NC(=O)NNC(=O)CCc2ccc(O)c(O)c2)cc1OC | -1 | 2 | 4 | 0.7 | -20 | 7 | -2 | -8 | -20 | 5
O=C(NCC(=O)N(Cc1ccccc1)C(C(=O)NC1CCCC1)c1cccnc1)c1ccco1 (centres undefined) | -1 | -4 | -3 | 1.4 | -17 | -3 | 1 | 8 | -6 | -5
C=CCn1c(SCC(=O)N(CC)C2CCS(=O)(=O)C2)nc2cc(C(=O)O)ccc2c1=O (centres undefined) | 3 | -1 | 23 | 0.6 | -7 | 6 | 0 | 3 | -3 | 5
COc1ccc(C(=O)C2CCCN(C(=O)C3=CCCC3)C2)cc1OC (centres undefined) | 0 | -4 | -2 | 1.5 | · | -10 | 1 | -5 | 9 | 10*
CCN(CCCNc1ncnc2nc[nH]c12)c1cccc(C)c1 | -5 | -4 | · | -0.8 | -34 | -12 | 4 | -9 | · | 6
CCCCNC(=O)c1cnc2n(c1=O)CCS2 | -2 | 0 | -9 | -1.1 | -4 | 5 | 5 | -5 | -3 | -6
COc1ccc(CNC(=O)CN(C2CCCCC2)S(C)(=O)=O)cc1 | -3 | -4 | -1 | 1.0 | -7 | 5 | -2 | -16 | -3 | 1
c1cc[n+](CCC[n+]2ccccc2)cc1 | 1 | -1 | -1 | 0.8 | 1 | -5 | 1 | -5 | 1 | -1
CN1CCC(CNC(=O)Nc2ccccc2)(c2ccccc2)CC1 | -1 | 1 | 8 | -0.5 | -9 | -30 | 0 | -17 | 11 | -3
CCN1CSC(=S)N(Cc2ccccc2)C1 | -1 | 5 | -2 | -0.2 | -5 | 10 | -3 | -13 | -7 | 2
CCCCNC(=S)Nc1cc(S(=O)(=O)N2CCCCC2)ccc1C | -1 | -2 | 1 | 2.1 | 26 | -4 | 1 | -8 | 11 | -1
CCC(C)c1ccccc1N1CC(C(=O)Nc2cc(S(=O)(=O)N3CCOCC3)ccc2OC)CC1=O (centres undefined) | -1 | -9 | 0 | -3.3 | 9 | -4 | 0 | -19 | -4 | 6
CC1(C)CC(=O)C(C=NCc2ccccn2)=C(O)C1 | -1 | 4 | -2 | -4.0 | 9 | -26 | 10 | -10 | -4 | -3
Cc1ccc(NS(=O)(=O)c2ccc(CCC(=O)NCCCOC(C)C)cc2)cc1 | -8 | -8 | -1 | -4.9 | -22 | 12 | -4 | -5 | -3 | -4
O=C(CN1CCN(c2ncc(C(F)(F)F)cc2Cl)CC1)Nc1ccc2c(c1)OCO2 | 2 | -12 | 9 | -1.4 | 3 | -23 | 10 | -11 | 18 | 3
COc1ccc(-c2cn[nH]c2-c2ccc(OCc3ccccc3F)cc2O)cc1OC | 1 | 7 | 3 | -5.2 | 52 | -30 | 11 | -13 | -10 | 0
CC(NC(=O)c1ccco1)C(=O)OCc1cccc(Cl)c1 (centres undefined) | -5 | 2 | 0 | -0.1 | 3 | 9 | -3 | -5 | 5 | -2
CCc1nc(SC)[nH]c(=O)c1C | -3 | -3 | -5 | 1.7 | -7 | -3 | 2 | -16 | -10 | 1
Cc1cc(C)cc(NC(=S)N2CCN(S(C)(=O)=O)CC2)c1 | -1 | 3 | -1 | -0.1 | -32 | 9 | -4 | -8 | -1 | -1
CCOC(=O)/C(C#N)=C\c1cn(C)c2ccccc12 | -1 | -2 | 1 | -1.4 | -12 | -1 | 1 | -15 | -7 | 1
Cc1ccc(N2CC(NS(=O)(=O)c3cccnc3)CC2=O)cc1C (centres undefined) | -3 | -8 | -1 | -1.3 | -4 | -9 | 0 | -2 | 3 | 5
Clc1ccc(-c2csc3ncnc(N4CCc5ccccc5C4)c23)cc1 | · | -2 | -2 | 1.1 | 22 | 0 | 0 | 6 | 37 | 1
C=C(C(=O)c1ccccc1)C(CC(=O)c1ccccc1)c1ccccc1 (centres undefined) | -9 | -2 | -2 | 0.7 | -24 | -18 | 1 | -7 | -50 | 0
COc1cc(NC(=O)CSc2nc3c(C)ccc(C)c3cc2C)c(C(=O)O)cc1OC | -2 | 4 | 1 | -1.1 | · | -18 | 5 | -6 | -2 | 1
O=S(=O)(c1cccc(F)c1)N1CCN(C(=S)NCC2CCCO2)CC1 (centres undefined) | 5 | 0 | -1 | -1.0 | -15 | 15 | -1 | 13 | 0 | 1
